miR-122 sensor – inhibitors of miR-122 in Huh7 cells. AID 602342. Huh7 miR-122 Renilla luciferase sensor, 48 h; neutral wells = 0, positive control = 100. 0.3% of 340,000 active. activation (reporter increase), % at 12.5 µM;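 active means mean replicate activation score at least 90 and every replicate individually at or above 90; inconclusive means only one of the two criteria met; inactive means neither criterion met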;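 further: higher luciferase means less miR-122 activity so hits act as miR-122 inhibitors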
Active calls of the source: *; ? = inconclusive. The list is partial (hit frequency here may not be typical).

miR-122 sensor	Molecule
-8.0	CCn1nccc1C(=O)NC1=C(C#N)CCC1
-2.6	Cc1cc(C)n(CC(O)Cn2c(C)c(C)c3ccccc32)n1 (configuration not stated)
-4.8	COc1ccccc1CNc1nc(NCc2ccc(C)cc2C)c2sccc2n1
-4.2	CCOC(=O)C1=C(CSc2nnnn2C)N(C)C(=O)NC1c1ccccc1 (configuration not stated)
-6.0	COCCn1c(Cc2ccccc2)nnc1SCC(=O)Nc1cc(C)on1
30.9	CCCNC(=S)Nc1ccc(Oc2ccccc2)cc1
-4.2	CC(C)c1ccc(CN(C(=O)C2COc3ccccc3O2)C2CCS(=O)(=O)C2)cc1 (configuration not stated)
-4.5	CCN(Cc1ccccc1)C(=O)C1CCN(Cc2ccc(OC)c(OC)c2OC)CC1
-5.4	COc1ccc(N2CCN(Cc3cc(=O)oc4cc(-c5ccccc5)c(O)cc34)CC2)cc1
3.2	Cc1ccc(C(=O)COC(=O)CCN2C(=O)C3C4CC(C(Br)C4Br)C3C2=O)cc1 (configuration not stated)
2.8	COc1ccc(NC(=O)c2ccc(=O)oc2)cc1
8.0	COc1ccc(NC(=O)c2ccco2)c(NC(=O)Cc2cccs2)c1
-7.3	CCSC1=C(C#N)C(=O)n2c1cc1c2CCCC1
0.3	O=C(c1cccc(S(=O)(=O)N2CCCC2)c1)N1CCN(c2ccccc2F)CC1
23.9	Cc1ccn(CC(=O)N/N=C/c2cc([N+](=O)[O-])ccc2O)n1
1.0	OC(COc1ccc(C2C=CCC2)cc1)CN1CCCCC1 (configuration not stated)
0.6	CCOC(=O)CSc1nc2ccccc2c(=O)n1CCN1CCOCC1
4.0	O=C(c1ccco1)N1CCN(CCOc2ccc(F)cc2)CC1
-0.6	N#Cc1nc(-c2ccc(OCc3ccc(Cl)cc3)cc2)oc1NCCCn1ccnc1
-3.0	O=C(NC(=S)NC1CCCCCCCCCCC1)c1cccnc1

At a glance, 6 of the compounds above.
miR-122 sensor	Molecule
2.8	COc1ccc(NC(=O)c2ccc(=O)oc2)cc1
8.0	COc1ccc(NC(=O)c2ccco2)c(NC(=O)Cc2cccs2)c1
-7.3	CCSC1=C(C#N)C(=O)n2c1cc1c2CCCC1
0.3	O=C(c1cccc(S(=O)(=O)N2CCCC2)c1)N1CCN(c2ccccc2F)CC1
23.9	Cc1ccn(CC(=O)N/N=C/c2cc([N+](=O)[O-])ccc2O)n1
1.0	OC(COc1ccc(C2C=CCC2)cc1)CN1CCCCC1 (configuration not stated)

(further entries)
miR-122 sensor	Molecule
8.2	c1ccc(-c2nc3ccccc3o2)nc1
0.3	CCc1nnc(NC(=O)C2CCCN(c3nc4ccccc4s3)C2)s1 (configuration not stated)
-12.5	Cc1ccc(C(=O)NN2C(=O)C3C4c5ccccc5C(c5ccccc54)C3C2=O)cc1 (configuration not stated)
-5.1	Cc1nn(C)c(C)c1/C=N/NC(=O)CCn1nc(C)c([N+](=O)[O-])c1C
0.8	O=C(COC(=O)c1ccccc1NC(=O)c1ccco1)NC1CCCCC1
1.9	CC(=O)c1cc(-c2ccccc2)[nH]c1N1CCCC1
-3.8	CCCC(=O)Nc1ccc2oc(-c3ccncc3)nc2c1
-3.4	COc1ccc(OC)c2c(N3CCN(C)CC3)cc(C(F)(F)F)nc12
-6.7	O=C(O)c1cccc(NCc2cccnc2)c1
-3.2	O=C(O)C1CC(=O)N(c2ccc(F)c(F)c2)C1 (configuration not stated)
-0.3	CCO/C(C)=N/n1c2nc3ccccc3nc2c2c(=O)n(CC(C)C)c(C)nc21
1.4	CCCOc1ccc(-c2nnc(-c3ccncc3)o2)cc1
-2.2	Cc1ccc(-c2nn3c(C)nnc3s2)cc1NC(=O)CSc1ccc(Cl)cc1
-0.6	C=COCCNC(=O)C(=O)NCC(C)C
?	COc1cc(S(=O)(=O)N(CCc2ccccc2)Cc2cccs2)ccc1-n1cnnn1
2.6	CCSCc1nnc(SCC(=O)c2ccc(OC)cc2)n1C
22.8	O=C(NCC(=O)N1CCCCC1)c1ccc(Cl)cc1Cl
-0.2	Cn1cc(C(=O)NCC2COc3ccccc3O2)c(=O)c2cc(S(=O)(=O)N3CCCCC3)ccc21 (configuration not stated)
-1.9	O=[n+]1c2c(n([O-])c3c1CCC3)CCCC2
-7.4	COc1ccsc1C(=O)N1CCN(Cc2ccc3c(c2)OCO3)CC1

Five structures from above, sorted by length of the SMILES, high to low.
miR-122 sensor	Molecule
?	COc1cc(S(=O)(=O)N(CCc2ccccc2)Cc2cccs2)ccc1-n1cnnn1
-2.2	Cc1ccc(-c2nn3c(C)nnc3s2)cc1NC(=O)CSc1ccc(Cl)cc1
-7.4	COc1ccsc1C(=O)N1CCN(Cc2ccc3c(c2)OCO3)CC1
22.8	O=C(NCC(=O)N1CCCCC1)c1ccc(Cl)cc1Cl
-1.9	O=[n+]1c2c(n([O-])c3c1CCC3)CCCC2

The results go on.
miR-122 sensor	Molecule
1.2	COCCNC(=O)CCc1nc(-c2ccccc2)no1
-2.5	O=C(COC(=O)Cc1ccc(S(=O)(=O)N2CCOCC2)s1)NCc1ccccc1
1.5	COc1ccc(/C(O)=C2/C(=O)C(=O)N(CCCN(C)C)C2c2ccccc2)cc1OC (configuration not stated)
4.1	C/C(=C\c1ccccc1)C(=O)N1CCN(c2cccc(C(F)(F)F)c2)CC1
2.1	NC(=O)NC(Cc1ccccc1)C(=O)O (configuration not stated)
-5.7	CCOC(=O)COc1nc(Nc2ccccc2C)nc(N(C)C)n1
-5.7	CCCOP(=O)(c1ccc(N(C)C)cc1)C(O)c1cc(OC)c(OC)c(OC)c1 (configuration not stated)
-5.0	O=C(COc1cccc(Cl)c1)N/N=C\c1cc2ccccc2nc1Cl
-15.6	O=C(N/N=C/c1cc([N+](=O)[O-])ccc1N1CCNCC1)c1ccc([N+](=O)[O-])cc1
111.2*	O=c1c[n+]([O-])c2ccccc2n1OCc1c(F)cccc1F
-4.0	CCn1c(=O)cc(SCC(=O)N2CCN(c3ccccc3OC)CC2)c2ccccc21
-2.3	O=[N+]([O-])c1ccc(Sc2nnnn2-c2ccccc2)c(Cl)c1
-11.5	CCOC(=O)C(=Nc1ccc(Cl)cc1)NO
3.7	O=C(Nc1ccc2c(c1)OCCO2)c1ccc(Cl)c(S(=O)(=O)N2CCCCC2)c1
-3.2	COc1cc(NC(=O)c2cc(-c3cccs3)on2)cc(OC)c1OC
-4.4	O=C(NCCc1ccc(Cl)cc1)C1CCN(S(=O)(=O)c2ccc(-n3cnnn3)cc2)CC1
-0.7	Cc1nc(N/N=C/c2ccccc2)nc(N(C)c2ccccc2)c1[N+](=O)[O-]
3.9	Cc1c(NC(=O)C(C#N)=C2CCCCC2)c(=O)n(-c2ccccc2)n1C
-1.5	O=C(N/N=C\c1ccc(O)c([N+](=O)[O-])c1)c1ccccc1-n1cccc1
-7.4	CC1(C)c2ccccc2N2CCC(=O)NC21/C=C/c1ccco1 (configuration not stated)
-0.5	CCOC(=O)C1=C(c2ccccc2)N(C)C(=O)NC1c1ccc(OC(F)F)c(OC)c1 (configuration not stated)
-2.0	Cc1nnc(SCC(=O)Nc2ccc(S(=O)(=O)N3CCCC3)cc2)n1N
3.4	CCc1nnc(NC(=O)c2cnccn2)s1
0.5	CC(C)NCC(O)COCCOc1ccc(Br)cc1 (configuration not stated)
6.6	C=CCn1c(SCC(=O)NC(=O)NCCC)nnc1C1CCCCC1
-4.2	CCCn1nnc(NC(=O)C(c2ccccc2)c2ccccc2)n1
2.2	Cc1ccc(C(C)C)c(OCC(=O)Nn2c(C)nc3ccccc3c2=O)c1
-1.7	CCn1c(CN2CCN(C(=O)c3ccco3)CC2)nc2c1c(=O)n(C)c(=O)n2C
4.4	Cc1ccc(-c2cc(C(=O)N/N=C\c3cnn(C)c3C)c3ccccc3n2)cc1C
-11.2	Cc1ccc(CCN2CC(C(=O)NCCCN(C)Cc3ccccc3)CC2=O)cc1 (configuration not stated)
-5.6	COc1ccc2c(c1)N(C)C(=O)CC(c1ccccc1)=N2
-5.5	O=C(NCc1ccccc1)C1CCCN(C(=O)Nc2ccccc2)C1 (configuration not stated)
10.2	O=C(NNc1nc(-c2ccccc2)cs1)c1ccccc1
-10.7	COC(=O)c1sccc1OC(C)C(C)=O (configuration not stated)
-3.0	COc1ccccc1N1CCN(C(=O)c2cn(-c3ccccc3)nc2-c2cccnc2)CC1
165.8*	CCOc1ccc(NS(=O)(=O)c2ccc(NC(=S)NC(=O)CC(C)C)cc2)cc1
5.5	CCOc1ccc(-c2nnn(CC(=O)NCc3cccs3)n2)cc1
-1.0	CCc1nn2cc(-c3ccccc3)nc2s1
-3.1	CCn1cc(C(=O)N2CC(C)CC(C)C2)c(=O)c2cc(S(=O)(=O)N3CCOCC3)ccc21 (configuration not stated)
0.2	COc1ccc(-c2nc(-c3cccc(C)c3)nc(N3CCN(C)CC3)c2C#N)cc1
-11.7	Cc1c(C(=O)N2CCCCC2)sc(NC(=O)C23CC4CC(CC(C4)C2)C3)c1C#N
-2.6	CCC(=O)N1CCc2cc(S(=O)(=O)NCCC(=O)N3CCN(c4ccccn4)CC3)ccc21
-2.4	CCOC(=O)N1CCN(c2ccc(F)cc2[N+](=O)[O-])CC1
10.5	CCOc1ccc(Nc2oc(-c3ccc(Cl)cc3)nc2C#N)cc1
7.9	Cc1ccc(-c2nn(CC(=O)NC(C)c3ccccc3)c(=O)c3ccccc23)cc1 (configuration not stated)
5.4	O=c1c2ccccc2nc(-c2ccco2)n1CCCn1ccnc1
-2.1	COc1cccc(OC)c1C(=O)Nc1ccnn1C
-8.7	O=S(=O)(c1ccc(Cl)cc1)c1cnc(-c2cccnc2)nc1-c1ccccc1
-3.9	C/C(=N\NC(=O)COc1ccc(C(C)(C)C)cc1)c1ccc(-n2ccnc2)cc1
5.7	C=CCOC(=O)C1=C(C)NC(=O)NC1c1ccc(OC(=O)c2ccco2)c(OC)c1 (configuration not stated)

Next part.
miR-122 sensor	Molecule
1.4	COc1ccccc1NC1=NCC(=O)N1Cc1ccccc1
0.0	CC(C)C[C@H](NC(=O)OC(C)(C)C)C(=O)N[C@@H](CO)[C@H](O)[C@@H]1C[C@@H]1C(=O)N(C)C
-1.1	COc1ccc(-n2c(/C=C(\C)O)nc(=O)c3c(C)cc(C)nc32)cc1
0.6	CCN(CC)CCNC(C(=O)Nc1cc(C(F)(F)F)ccc1Cl)c1ccccc1 (configuration not stated)
1.2	CC(C)N1C(=O)C2ON(c3ccccc3)C(c3cccs3)C2C1=O (configuration not stated)
-2.2	CC(C)c1ccc(NC(=O)C(c2ccccc2)N2CCN(C(=O)c3ccco3)CC2)cc1 (configuration not stated)
-2.2	COc1ccccc1CNC(=O)C1CCN(S(=O)(=O)c2ccc3c(c2)OCCCO3)CC1
1.7	CCCn1nc(NC(=O)c2ccccn2)c2cc3cc(C)ccc3nc21
-5.2	CCN1CCCC1CNC(=O)C1c2cc(OC)c(OC)cc2C(=O)N(C)C1c1cccnc1 (configuration not stated)
2.2	Cc1cnc(C(=O)Nc2ccc(F)cc2)cn1
4.9	CCOC(=O)C(NS(=O)(=O)c1ccccc1)(C(F)(F)F)P(=O)(OC(C)C)OC(C)C (configuration not stated)
-6.4	Cc1ccc(F)cc1NC(=O)CCC(=O)c1cccs1
-3.7	CCC(C)(C)NC(=O)C(c1cccc(OC)c1)N(C(=O)c1ccn[nH]1)c1cccc(OC)c1 (configuration not stated)
-3.1	COC(=O)C(C(=O)NCC1CCCO1)C1CCCC1 (configuration not stated)
-5.8	COc1ccccc1C1=NOC(COC(=O)c2ccc3ccccc3n2)C1 (configuration not stated)
4.8	CC(C)CC(c1nnnn1Cc1ccco1)N1CCN(c2cccc(Cl)c2)CC1 (configuration not stated)
-0.7	O=[N+]([O-])c1ccc(N2CCN(c3nc(-c4ccc(Cl)cc4)cs3)CC2)cc1
-2.3	CC(=O)Nc1ccccc1-c1ccc(C)o1
-1.3	Cc1ccc(S(=O)(=O)N(CC(=O)N/N=C/c2cccc(C)c2)c2cccc3cccnc23)cc1
0.9	C=CCN1C(=O)C(O)(CC(=O)c2ccc(N)cc2)c2ccccc21 (configuration not stated)
-4.0	Cc1noc(C)c1COC(=O)CCOc1ccccc1
-0.5	Cc1ccc(NC(=O)CN(C)CC(=O)Nc2c(C)cccc2C)c(Br)c1
-1.4	CC1(C)CC(=O)C2=C(C1)OC(N)=C(C#N)C21CCN(Cc2ccccc2)CC1
-7.7	O=c1oc(-c2ccc(F)cc2)nc2ccsc12
5.2	CC(=O)N1CCc2cc(S(=O)(=O)NC(C(=O)NC3CCCc4ccccc43)C(C)C)ccc21 (configuration not stated)
-8.6	N#Cc1cc2c(nc1SCC(N)=O)CCCCC2
-0.8	O=C1Cn2c(nc3ccccc32)N1c1cccc(C(F)(F)F)c1
6.1	CCOC(=O)NC(=O)/C(C#N)=N\Nc1ccc(Cl)cc1
2.1	CC(C)OC(=O)C(NC(=O)c1ccccc1)=C1CCCCC1
5.4	COc1ccc(-c2cn3cccnc3n2)cc1NC(=O)CC(C)C
-1.3	CC(C)n1nc(C(=O)NCCc2ccc(S(N)(=O)=O)cc2)c2ccccc2c1=O
-3.9	COc1ccc(C(=O)CC(Nc2ccc([N+](=O)[O-])cc2)c2ccc(Cl)cc2)cc1 (configuration not stated)
5.7	CCC(=O)Nc1nn(C)c2nc3c(C)cccc3cc12
3.0	O=C1CCCc2c1cc(C(=O)NCc1ccco1)c(=O)n2-c1ccccc1
0.3	CC(Sc1cccc[n+]1[O-])C(=O)Nc1cccc(S(=O)(=O)N2CCOCC2)c1 (configuration not stated)
-2.7	O=C(O)CC1SC(=O)N(Cc2ccccc2)C1=O (configuration not stated)
-10.2	O/N=C1/CCCSc2ccccc21
-3.5	COc1ccc(C(C)=O)c(OC(=O)c2ccc(OC)c(OC)c2)c1
-1.9	Cc1[nH]c2c(C)cccc2c1CCNC(=O)c1ccc2c(c1[N+](=O)[O-])C(=O)c1ccccc1C2=O
-5.0	CCOc1cc(/C=N/NC(=O)c2cccc([N+](=O)[O-])c2)ccc1OS(=O)(=O)c1ccccc1
-2.2	CC1=C2C(CCS2(=O)=O)CC2(C1)C(=O)OC(C)(C)OC2=O (configuration not stated)

Source: PubChem
